# HTR5A ag ctr: HTR5A agonism, opioid heterodimer counter-screen; AID 504692; P47898; HTR5A agonist assay, luminescence, cell-based; actives 0.61% (n = 340,000); activation, % at 9.3 µM; in the data active = activation mostly above about 9.5%, no sharp cut-off; inactive = mostly below about 7.6%;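 also: 0% = cells with vehicle only and 100% = reference agonist; strong numbers were not always called active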
# Target sequence (P47898 whole entry, looked up): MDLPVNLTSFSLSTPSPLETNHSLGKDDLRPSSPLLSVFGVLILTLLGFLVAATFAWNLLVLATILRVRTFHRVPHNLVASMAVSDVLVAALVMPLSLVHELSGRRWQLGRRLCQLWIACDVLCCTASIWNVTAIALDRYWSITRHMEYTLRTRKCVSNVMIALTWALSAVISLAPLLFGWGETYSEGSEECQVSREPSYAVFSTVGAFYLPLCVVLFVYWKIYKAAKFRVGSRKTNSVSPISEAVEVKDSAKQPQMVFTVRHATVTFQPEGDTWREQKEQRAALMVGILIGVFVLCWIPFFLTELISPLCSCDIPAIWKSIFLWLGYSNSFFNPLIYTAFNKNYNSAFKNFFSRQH
# CAL-PDZ inh HTS: inhibitors of human CAL PDZ peptide binding. Q9HD26. actives 0.92% (n = 300,000). inhibition, % at 24.9 µM. purified CAL PDZ, TMR-peptide fluorescence polarization, 1 h;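 active = mean inhibition of at least 30% with at least half of replicates also reaching 30%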;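 also: 0% = DMSO neutral control and 100% = excess unlabeled competitor peptide PRC23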
# Cardiac RTF inh: cardiac RTF calcium desensitization; P19429+P45379; IANBD-labeled cardiac RTF, Ca2+ fluorescence; inhibition, % at 7.15 µM; actives 0.12% (n = 340,000); AID 493244;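 active = inhibition above the mean inhibition of all tested compounds plus 3 SD, cut at about 17% in these data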;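 also: assay run at fixed EC70 calcium of 1.6 mM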
# HTR5A inv ag: inverse agonist of human HTR5A in OPRM1-OPRD1 counter-screen | P47898 | HTR5A cell line, luminescence, inverse agonism | inhibition, % at 9.3 µM | actives 0.083% (n = 340,000); in the data active = inhibition mostly above about 23%, no sharp cut-off; inactive = mostly below about 18%;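 also: 0% = cells with DMSO and 100% = no-cell wells with DMSO; some compounds called inactive have numbers as strong as hits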
# V-ATPase pHluor: alters yeast V-ATPase proton transport. S. cerevisiae, pHLuorin cytosolic pH fluorescence. response, % at 10 µM. actives 0.37% (n = 350,000); in the data active = response mostly above about 7.3%, no sharp cut-off; inactive = mostly below about 5.4%; also: actives read high; inactives centre near 0; some compounds called inactive have numbers as strong as hits; reference of the scale not given here
# OPRM1-OPRD1 ag: OPRM1-OPRD1 heterodimerization agonism; P35372+P41143; cells, luminescence; activation, % at 9.3 µM; actives 0.3% (n = 340,000); AID 504326; in the data active = activation above about 18%;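 also: 0% = vehicle-treated cells and 100% = reference agonist; values of inactives mirror those of a sister screen read the other way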
# C-LANA FP: inhibitors of KSHV LANA C-terminal domain DNA binding | MBP-C-LANA/FAM-LBS DNA binding, fluorescence polarization | inhibition, % at 9 µM | actives 0.078% (n = 340,000);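 active = highest replicate inhibition at or above 60% at 9 µM, even if other replicates fall short; inactive = all replicates below 60% inhibition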;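 also: 0% = neutral control wells and 100% = 4 µM acridine orange control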
# MOR-DOR inv ag: inverse agonist of human OPRM1-OPRD1 heterodimerization. P35372+P41143. cell-based MOR-DOR heterodimer luminescence, inverse agonism. inhibition, % at 9.3 µM. actives 0.21% (n = 340,000). AID 504357; in the data active = inhibition above about 22%, passing the limit was not always enough;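 also: 0% = cells with DMSO and 100% = wells without cells with DMSO; values of inactives mirror those of a sister screen read the other way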
# cardiac RTF act: increases calcium sensitivity of human cardiac regulated thin filaments. P19429+P45379. IANBD-labeled TnC RTF fluorescence at EC20 calcium; 0% EC20 calcium, 100% full calcium. activation, % at 7.2 µM. actives 0.24% (n = 340,000);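 active = activation above the mean over all tested compounds plus 3 SD, cut at about 30% in these data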;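 also: rise in fluorescence read as greater calcium sensitivity of cardiac thin filaments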
# Keap1 Nrf2 FP: inhibitors of human Keap1-Nrf2 protein-protein interaction; actives 0.15% (n = 340,000); Keap1 Kelch-Nrf2 peptide fluorescence polarization, 1536-well; Q14145; inhibition, % at 9.4 µM; in the data active = inhibition above about 12%;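 also: human Keap1 Kelch domain with fluorescein labeled Nrf2 9mer peptide probe; 0% = neutral control wells and 100% = peptide positive control; higher means more block of Keap1 binding to Nrf2 peptide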
# Target sequence (Q14145 whole entry, looked up, the tested form may be a part): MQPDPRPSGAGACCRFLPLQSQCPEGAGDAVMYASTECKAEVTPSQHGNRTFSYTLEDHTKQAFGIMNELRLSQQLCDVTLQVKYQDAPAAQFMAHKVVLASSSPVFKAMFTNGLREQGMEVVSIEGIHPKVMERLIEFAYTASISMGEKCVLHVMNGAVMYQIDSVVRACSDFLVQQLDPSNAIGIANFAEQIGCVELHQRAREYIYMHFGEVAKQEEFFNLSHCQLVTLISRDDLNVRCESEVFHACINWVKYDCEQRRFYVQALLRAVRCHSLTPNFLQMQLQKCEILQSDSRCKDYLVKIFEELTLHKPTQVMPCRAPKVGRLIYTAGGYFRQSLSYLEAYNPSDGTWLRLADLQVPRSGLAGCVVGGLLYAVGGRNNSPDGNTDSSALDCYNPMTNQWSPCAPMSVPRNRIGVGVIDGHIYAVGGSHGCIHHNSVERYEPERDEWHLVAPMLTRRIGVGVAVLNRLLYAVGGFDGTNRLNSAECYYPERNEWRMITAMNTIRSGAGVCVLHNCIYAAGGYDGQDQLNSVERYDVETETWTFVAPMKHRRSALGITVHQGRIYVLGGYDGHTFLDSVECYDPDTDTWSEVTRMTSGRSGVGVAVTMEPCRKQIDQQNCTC
# * marks the source's active call; other numbers are inactive results; nt = not tested or not shown. The order is random; any-hit rate near 2.8%.
# Values in the order – C-LANA FP	cardiac RTF act	CAL-PDZ inh HTS	HTR5A ag ctr	Keap1 Nrf2 FP	Cardiac RTF inh	OPRM1-OPRD1 ag	V-ATPase pHluor	HTR5A inv ag	MOR-DOR inv ag
C=CCN1C(=O)C(=O)N(Cc2nc3ccccc3s2)C1=O
  -1.5	-2.1	-0.8	1.9	-6.2	4.0	-0.5	0.4	14.9	3.2
C=CCN(c1ccccc1)S(=O)(=O)c1cc2c(cc1C)NC(=O)CO2
  -0.9	6.3	0.4	-1.5	-3.9	-2.2	-0.8	-0.9	4.2	4.3
CC1Sc2ccc(S(=O)(=O)N3CCC(C(N)=O)CC3)cc2NC1=O (configuration not stated)
  -1.4	3.4	-0.3	3.5	-4.2	-6.9	-0.5	1.0	14.0	2.8
Cc1cc(C)cc(NS(=O)(=O)c2ccc(-c3cnc(C4CC4)o3)cc2)c1
  0.0	-0.5	-4.1	2.8	-2.7	-1.8	5.1	-1.0	-20.2	-27.8
CCN(C(=O)CCS(=O)(=O)c1cccc2nonc12)c1ccc(F)cc1
  0.4	1.9	-3.5	2.3	-0.1	-12.2	0.0	-2.5	6.8	0.1
COCCNC(=O)C1CCN(Cc2cccc(OCc3ccccc3)c2)CC1
  -0.6	-5.6	-3.3	5.8	-4.1	2.1	-2.0	13.0*	-21.2	9.5
O=C(Cn1nnc2ccccc21)N/N=C\C=C\c1ccccc1
  1.6	-1.7	-3.2	-0.2	1.2	0.9	-0.3	-10.8	-22.9	1.8
Cc1csc(SCC(=O)N(c2ccccc2)C(C)C)n1
  4.4	0.0	-3.3	-8.2	1.1	-9.4	0.9	-1.3	1.1	-5.7
CN(CC(=O)Nc1ccc(Cl)c(C(F)(F)F)c1)C(=O)Cn1cc([N+](=O)[O-])ccc1=O
  1.1	-1.0	-0.7	0.4	-2.8	-6.6	-1.4	-4.4	-1.2	5.6
CN(C)S(=O)(=O)c1ccc(N2CCCC2)c(C(=O)NCC2COc3ccccc3O2)c1 (configuration not stated)
  0.4	5.5	-1.2	0.1	-0.6	-8.4	3.0	1.1	-0.4	-18.8
C/C(=N/NC(=O)CNC(=O)COc1ccccc1)c1ccc(Cl)cc1
  -0.2	5.2	12.1	-0.5	2.0	-5.0	-1.1	1.3	1.7	5.5
CCc1cccc(CC)c1NC(=S)NCC(c1cccnc1)N1CCOCC1 (configuration not stated)
  0.2	2.2	-1.4	1.4	-1.2	-5.2	-0.2	1.2	-3.6	0.9
Cc1cccc(C)c1OCc1nc2ccccc2c(=O)n1/N=C/c1c[nH]c2ccccc12
  0.7	6.5	-5.0	3.9	-4.6	5.5	7.3	4.6	20.1	-37.8
Cc1ccc(Sc2ncccc2C(N)=O)cc1
  2.2	5.7	-1.2	5.3	-5.0	-9.3	-2.2	3.1	-11.8	11.0
Cc1c(C(=O)N2CC(C(=O)N3CCCCC3)Oc3ccccc32)oc2ccccc12 (configuration not stated)
  0.1	-2.0	nt	5.0	-4.1	-13.2	-2.4	2.9	-13.6	12.7
O=C(O)c1c[nH]c(=S)n1-c1ccc(F)cc1
  -0.9	-1.1	-1.8	-1.9	2.0	-6.4	-2.1	2.6	-7.3	12.7
O=C(NCc1ccccc1CN1CCCC1)c1ccc(Cl)c(N2CCCC2=O)c1
  -0.2	-0.5	0.4	13.4	-4.6	-9.3	-0.8	-2.3	-33.5	3.2
CCn1c(CCNC(=O)c2ccc(OC)cc2)nnc1SCC(=O)Nc1ccccc1F
  -0.7	5.0	8.3	4.1	-6.9	-10.0	-0.8	-0.2	-11.4	3.7
CSc1cccc(NC(=O)Cn2cccc2)c1
  -0.7	2.5	nt	1.2	3.7	1.2	-0.6	-3.5	-4.0	3.1
COc1ccc(Cl)cc1C(=O)NCc1cn(C)nc1C
  0.7	-5.0	-3.2	-1.1	0.0	-1.0	-2.6	2.8	-11.3	13.8
COCCn1c(=O)[nH]c2cc(C(=O)OC)ccc2c1=O
  -0.9	0.5	-1.6	4.7	-2.1	-1.4	-1.4	3.5	9.4	8.8
COc1ccccc1CC(=O)Nc1cccc2c1CCCC2
  0.5	6.0	-2.0	0.9	-4.0	-2.5	-2.0	-3.0	-6.0	10.6
CC(=O)c1ccc(-c2cccc(-c3nc4ccccn4c3NC3CCCCC3)c2)cc1
  1.8	-2.6	-4.5	5.0	1.1	-13.9	1.9	-1.5	-18.8	-11.1
N#Cc1c(-c2ccccc2)cc(C2CC2)nc1SCC(=O)O
  0.0	3.9	-5.0	1.9	-2.4	1.3	-0.1	-4.2	13.6	0.6
COc1ccc(Br)cc1-c1noc(-c2ccncc2)n1
  0.1	-2.3	0.2	1.4	-5.0	-3.0	-1.8	1.2	9.6	7.4
O=C(CCN1CCOCC1)NC1CCCN(Cc2ccccc2F)C1 (configuration not stated)
  -4.5	2.1	0.0	2.0	-3.9	-2.5	-1.9	1.5	2.0	6.0
CCNS(=O)(=O)c1ccc(CCC(=O)N2CCc3ccccc3C2)cc1
  0.5	3.3	nt	0.7	0.1	0.0	-2.4	-2.8	-2.6	11.1
c1ccc(-c2cc(N3CCCCCC3)n[nH]2)cc1
  -0.2	-7.2	-2.9	2.6	-4.6	0.2	0.8	1.0	0.7	-4.4
CCN(CC)c1cccc(OCC(=O)N(C)CCC#N)c1
  -0.8	14.8	-0.2	1.3	-2.8	-14.6	0.7	3.6	1.2	-3.8
O=C(N/N=C/c1cn(-c2cccs2)nc1-c1ccccc1)c1ccc(O)cc1
  -0.4	-5.7	-10.8	-2.5	3.5	-2.2	1.6	-5.2	27.7	-8.4
COc1cccc(C(=O)c2sc(NC(C)C)nc2N)c1
  0.0	3.3	-0.7	-5.7	-3.8	-0.3	-1.8	-2.4	14.8	8.8
CCc1ccc(N2CC(O)(c3cccs3)[N+]3=C2SCCC3)cc1 (configuration not stated)
  0.4	6.8	-3.3	3.6	-4.9	7.4	-2.6	-3.3	-9.1	12.5
O=C(CCc1ccccc1)NNC(=O)c1ccccc1C(=O)O
  -2.4	0.7	-3.6	1.7	0.5	-3.8	-1.9	5.3	-5.1	9.9
COc1ccc(Nc2nnc(SCC(=O)NC3CCS(=O)(=O)C3)s2)cc1 (configuration not stated)
  0.3	1.4	-17.9	4.9	-1.9	-6.8	-1.2	4.9	9.8	8.2
COc1ccc(-c2csc(NCc3ccco3)n2)cc1
  -1.2	-2.0	-3.5	-2.9	-2.9	-12.7	-1.8	3.5	-25.4	10.4
COc1cc(SC)ccc1C(=O)NNC(=O)C1COc2ccccc2O1 (configuration not stated)
  -1.2	-2.0	0.0	1.4	0.1	-2.8	-1.1	-0.1	-5.1	5.7
CC(C)CN(C(=O)COC(=O)CNC(=O)c1ccc(Cl)cc1)C1CCS(=O)(=O)C1 (configuration not stated)
  -0.1	6.1	-2.8	-3.4	-1.8	-11.6	0.1	-0.7	8.3	-0.2
CCOC(=O)N1CCN(C(=O)c2ccc(N(Cc3ccc(Cl)cc3)S(C)(=O)=O)cc2)CC1
  -0.4	4.1	-8.1	3.3	-0.4	-0.6	1.3	1.6	-12.2	-6.2
CCOC(=O)c1c(NC(=O)CSc2nc3ccccc3s2)sc(C(C)=O)c1C
  1.7	2.1	-2.5	2.1	-5.0	5.1	0.6	3.7	-4.8	-3.5
COc1cc(OC)c(OC)cc1/C=C1\Oc2cc(OS(C)(=O)=O)ccc2C1=O
  -1.9	4.6	nt	-0.1	-12.4	-19.5	-1.8	2.4	26.5	9.0
CC1(C)NC(=O)N(CC(O)CNC23CC4CC(CC(C4)C2)C3)C1=O (configuration not stated)
  0.1	-6.0	2.0	-5.9	2.0	-8.5	1.4	2.4	-14.5	-8.7
Cc1ccc(C)c(S(=O)(=O)N2CCN(C(=O)c3cccnc3)CC2)c1
  -0.7	-2.3	nt	-0.6	-6.1	-3.2	-1.4	5.6	-36.8	9.8
O=C(c1cc(-c2ccc(Cl)cc2)nc2ccccc12)N1CCOCC1
  0.5	0.9	1.5	-0.2	-4.6	-14.4	-1.9	1.6	0.4	10.2
O=C(N/N=C/c1ccccc1)c1ccco1
  -1.2	-4.7	-2.6	1.0	-2.2	-8.5	0.1	2.7	-13.4	-0.4
Cc1cc2ccc(C)c(C)c2nc1SCC(=O)c1cccs1
  -4.3	13.3	0.0	2.3	-12.9	-29.1	3.3	0.5	0.1	-17.0
Cc1ccc(NC(=O)CN2C(=O)S/C(=C\c3cc(C)n(C)c3C)C2=O)cc1
  0.2	12.2	-5.3	1.2	-3.0	1.8	0.2	0.7	4.5	-1.5
CC(C)(C)OC(=O)Cn1c(=O)cnc2ccccc21
  -0.1	4.4	-1.3	-7.2	-5.4	1.7	-1.7	-1.2	-1.7	10.0
COc1ccc(C(=O)Nc2ccc(Cl)cc2F)cc1S(=O)(=O)N1CCCC1
  -0.8	-4.3	nt	1.1	3.0	2.7	-2.5	-0.1	-3.9	13.1
CCOCCCN(C(=O)CCC(=O)Nc1cc(C)on1)C(C(=O)NC(C)(C)CC)c1cccc(OC)c1OC (configuration not stated)
  -0.4	-3.2	-3.5	3.6	1.8	-14.1	-2.0	-3.8	-10.2	10.7
CCN1C(=NCc2ccco2)N[C@@H](c2cccc(C(F)(F)F)c2)C(C(=O)OC)=C1C
  1.7	12.7	-3.9	0.5	-1.9	-3.7	-1.2	-1.4	5.5	7.0
CSCCC(=O)N1CCC(n2nccc2NC(=O)CCCc2ccccc2)CC1
  -0.6	5.6	0.5	3.6	-3.2	-3.1	-1.1	4.3	8.7	5.4
CCOC(=O)C1CCCN(c2c(NCCC(C)C)c(=O)c2=O)C1 (configuration not stated)
  2.0	2.7	-1.5	-2.4	0.5	-7.0	2.5	10.5	-10.3	-13.1
O=C(/C=C/c1ccc2ccccc2n1)c1cc(Cl)ccc1O
  2.2	10.1	-3.2	1.1	0.5	-19.6	-2.5	-4.3	-3.8	10.9
NC(=O)c1ccc(N2CCC(C(N)=O)CC2)c([N+](=O)[O-])c1
  0.8	0.1	-5.6	-1.1	1.0	8.0	-2.2	1.1	2.9	11.8
COc1c2ccoc2nc2c(OC)c(OC[C@@H](O)C(C)(C)O)ccc12
  -0.3	-4.1	-6.6	-0.4	0.3	-2.9	-1.1	2.6	1.4	5.9
COc1cccc(NC(=S)N(CCN(C)C)Cc2cccs2)c1
  0.8	3.5	4.2	-2.7	0.8	2.9	-1.7	-0.3	7.7	8.8
CC(=O)Nc1ccc(OC(=O)Oc2ccc(NC(C)=O)cc2)cc1
  -1.2	-4.4	0.3	3.1	-2.4	-4.1	-3.2	-3.8	-11.1	14.1
Cc1nc(C)c(C(=O)C2=C(O)C(=O)N(CCN3CCOCC3)C2c2ccco2)s1 (configuration not stated)
  0.7	-1.1	-1.3	1.6	0.3	-5.2	-4.8	-1.2	-3.7	19.7
CCN(CC(=O)Nc1ccc(NC(C)=O)cc1)C(=O)COc1ccccc1Cc1ccccc1
  -0.4	1.2	-1.7	2.1	-6.2	-4.5	-1.0	-11.0	-5.1	5.3
O=c1c2nnn(Cc3ccc(Cl)cc3)c2ncn1Cc1ccc(F)cc1
  3.9	-1.3	-3.4	1.8	3.8	12.4	-1.0	0.7	-8.3	5.5

# Compound activity: PubChem BioAssay, several laboratories
